# OX1R antagonist = human HCRTR1 antagonism. O43613. CHO/OX1R cells, Fluo-8 calcium fluorescence, orexin A. inhibition, % at 5 µM. 330,000 tested, 0.43% active. AID 434989;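 active = inhibition above its plate's threshold, mean inhibition of all tested compounds on the plate plus 3 SD, cut at about 37% in these data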;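 note: 0% = orexin A challenge wells and 100% = SB-334867-A antagonist wells; not every result past the cut was called active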
# Target sequence (O43613 whole entry, looked up): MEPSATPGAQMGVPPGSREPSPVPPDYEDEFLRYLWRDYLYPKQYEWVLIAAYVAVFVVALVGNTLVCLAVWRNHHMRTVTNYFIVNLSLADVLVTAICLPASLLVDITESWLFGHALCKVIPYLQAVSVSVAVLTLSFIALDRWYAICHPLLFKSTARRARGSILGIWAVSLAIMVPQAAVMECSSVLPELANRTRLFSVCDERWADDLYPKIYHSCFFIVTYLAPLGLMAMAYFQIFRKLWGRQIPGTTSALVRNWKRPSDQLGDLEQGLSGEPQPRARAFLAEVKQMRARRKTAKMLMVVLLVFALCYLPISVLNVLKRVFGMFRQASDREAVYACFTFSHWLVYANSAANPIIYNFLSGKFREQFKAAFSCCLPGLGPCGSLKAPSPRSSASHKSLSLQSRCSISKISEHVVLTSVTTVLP
# CHT allo act = allosterically activates the human high affinity choline transporter; Q9GZV3; CHT-expressing cells, membrane potential dye, choline EC20; active compounds read high; LV-AA mutant CHT in HEK293 cells; B-score at 10 µM; 310,000 tested, 0.49% active; AID 488977;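 active = initial fluorescence not abnormally high and integrated response B-score, plate-corrected, over 3 SD above library mean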
# Target sequence (Q9GZV3 whole entry, looked up): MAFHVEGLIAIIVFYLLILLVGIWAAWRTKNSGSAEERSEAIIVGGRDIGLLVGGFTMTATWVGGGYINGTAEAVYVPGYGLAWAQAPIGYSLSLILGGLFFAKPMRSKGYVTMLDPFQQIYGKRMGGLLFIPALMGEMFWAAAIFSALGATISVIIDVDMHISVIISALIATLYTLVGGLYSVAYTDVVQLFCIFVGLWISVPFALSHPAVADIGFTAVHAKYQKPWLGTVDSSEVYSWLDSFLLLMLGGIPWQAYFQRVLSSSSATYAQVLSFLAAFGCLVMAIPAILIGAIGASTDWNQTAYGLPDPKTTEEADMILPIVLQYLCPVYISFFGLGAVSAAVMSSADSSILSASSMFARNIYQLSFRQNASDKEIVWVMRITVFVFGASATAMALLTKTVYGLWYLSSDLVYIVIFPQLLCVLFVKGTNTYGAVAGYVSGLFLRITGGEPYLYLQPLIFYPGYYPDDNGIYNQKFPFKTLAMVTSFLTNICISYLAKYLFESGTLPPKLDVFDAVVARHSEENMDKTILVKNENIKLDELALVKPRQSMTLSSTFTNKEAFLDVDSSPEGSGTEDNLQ
# * = called active by the depositor; i = inactive; . = not tested or not shown. Compounds as they come (roughly 0.83% active in at least one column).
# The opening six records, ahead of the listing:
SMILES,OX1R antagonist,CHT allo act
COC(=O)N/N=C1/C/C(=N\NC(=O)OC)c2ccccc21,-9.1,i
Cc1ccc(Cl)cc1NC(=O)COc1ccccc1,-11.2,i
COCCn1nnnc1C(c1cc2c(C)cc(C)cc2[nH]c1=O)N1CCCCCC1 (stereo not drawn),-5.1,i
COc1ccc(-n2c(SCC(=O)Nc3cccc(S(N)(=O)=O)c3)nc3ccccc3c2=O)cc1OC,-21.6,i
COc1ccc(CCNc2ccc(C(CC(N)=O)NC(=O)Cc3ccc(Br)cc3)cc2[N+](=O)[O-])cc1 (stereo not drawn),-7.4,i
C[C@H](NC(=O)c1ccco1)C(=O)NCc1cccs1,0.0,.

# Results (from the top)
SMILES,OX1R antagonist,CHT allo act
COC(=O)N/N=C1/C/C(=N\NC(=O)OC)c2ccccc21,-9.1,i
Cc1ccc(Cl)cc1NC(=O)COc1ccccc1,-11.2,i
COCCn1nnnc1C(c1cc2c(C)cc(C)cc2[nH]c1=O)N1CCCCCC1 (stereo not drawn),-5.1,i
COc1ccc(-n2c(SCC(=O)Nc3cccc(S(N)(=O)=O)c3)nc3ccccc3c2=O)cc1OC,-21.6,i
COc1ccc(CCNc2ccc(C(CC(N)=O)NC(=O)Cc3ccc(Br)cc3)cc2[N+](=O)[O-])cc1 (stereo not drawn),-7.4,i
C[C@H](NC(=O)c1ccco1)C(=O)NCc1cccs1,0.0,.
CC(O)CNCCOc1cccc(Oc2ccccc2)c1 (stereo not drawn),-10.0,i
O=C(O)C1=CC[C@@H](c2ccc(Cl)cc2)N(S(=O)(=O)c2ccc(Cl)cc2)[C@H]1c1cccc(Cl)c1,36.8,i
CCOc1ccc(NC(=S)Nc2ccc(OC(F)(F)F)cc2)cc1,-22.3,i
Cc1cccc(NC(=O)c2ccccc2OCC(=O)c2ccccc2)c1,-12.9,i
CC12CCC(C(=O)N(CSC(=S)N/N=C\c3ccccc3Cl)C1=O)C2(C)C (stereo not drawn),-13.5,i
N#CC1=C(N)Oc2cc(N)ccc2C1c1cccc(F)c1 (stereo not drawn),8.6,i
O=C(NC(=S)Nc1ccc(-c2ccc(CO)o2)cc1)c1cccs1,0.6,i
Cc1cc2ccccc2n1CCNC(=O)c1cccs1,-23.5,i
CCOC(=O)c1nnc(-c2ccccc2)nc1NCc1ccc(Cl)cc1,-7.1,i
Cc1csc(NC(=O)c2cc[n+]([O-])cc2)n1,-16.9,i
COc1ccc(C(=O)NNS(=O)(=O)c2ccccc2)cc1,-12.6,i
COc1ccc2oc(C(=O)NCC(Cc3ccccc3)N(C)C)c(C)c2c1 (stereo not drawn),-48.4,i
C=CCn1c(CCC(O)COCCCCC)n[nH]c1=S (stereo not drawn),-5.9,i
BrC(=C\c1ccccc1)/C=N/Nc1nc(N2CCOCC2)nc(N2CCOCC2)n1,-23.9,i
O=C(COC(=O)CNC(=O)c1ccc(Br)o1)Nc1ccccc1OC(F)F,-3.1,i
CC(C)c1ccc(/C=C(/C#N)c2nnc(NC(=O)c3ccccc3)s2)cc1,-15.1,i
CCCCSc1n[nH]c(N)n1,18.9,i
COC(=O)Cn1nc(-c2ccccc2)c2cc(Cl)ccc21,-17.4,i
COc1ccc(C(=O)NC(C)c2ccc(-n3ccnc3)cc2)cc1[N+](=O)[O-] (stereo not drawn),-36.4,i
CCOC(=O)c1ccc2c(c1)N(CC)C(=O)c1ccccc1S2,-28.6,i
COc1cc(C2NC(=O)NC(O)(C(F)(F)F)C2C(=O)c2cccs2)ccc1O (stereo not drawn),-8.7,i
O=C(c1ccc2c(=O)n(-c3ccccc3)c(=O)[nH]c2c1)N1CCCCC1,-10.8,i
CCOC(=O)c1c(C)[nH]c(C)c1S(=O)(=O)N1CCN(c2cccc(C)c2)C(C)C1 (stereo not drawn),-9.1,i
CCOc1ccc2nc(NC(=O)C3CCCO3)sc2c1 (stereo not drawn),-12.3,i
COc1ccccc1CNC(=O)CCNS(=O)(=O)c1ccc2c(c1)oc(=O)n2C,-9.9,i
CCOc1ccc(-c2nnc(SCC(=O)N3CCN(c4ccccc4)CC3)o2)cc1,-8.0,i
CCCCCN(C(=O)CCC(=O)OCC(=O)N(C)Cc1ccc(C)cc1)c1c(N)n(CCCC)c(=O)[nH]c1=O,1.0,i
O=C(c1ccc(-c2ccc([N+](=O)[O-])cc2)o1)N1CCCC(C(F)(F)F)C1 (stereo not drawn),-25.6,i
CCN(CC)C(=O)Cn1cnc2ccccc2c1=O,-3.5,i
CS(=O)(=O)N(CC(=O)NCc1ccncc1)c1cc(Cl)ccc1Cl,-19.1,i
Cc1ccc(C(=O)NC(=S)NNC(=O)c2ccc([N+](=O)[O-])cc2)cc1,-22.5,i
COc1ccc(C(=O)Nc2cccc(NC(=O)c3cccs3)c2)cc1OC,2.2,i
O=C(O)CCN1C(=O)C2C3CC(C2C1=O)C1C(c2ccccc2)c2sc(=O)n(-c4ccccc4)c2SC31 (stereo not drawn),-18.6,i
O=C(c1ccc2c(c1)OCO2)N(c1ccc(Cl)cc1)C1C=CS(=O)(=O)C1 (stereo not drawn),-2.6,i
Nc1nonc1-n1nnc(C(=O)N/N=C/c2ccccc2)c1CN1CCc2ccccc21,9.8,i
c1cn2cc(-c3ccc4c(c3)OCO4)nc2s1,-31.1,i
NS(=O)(=O)c1ccc(NC(=O)c2ccc(S(=O)(=O)N3CCOCC3)o2)cc1,-6.3,i
CCOC(=O)C1=C(C)NC(=O)NC1c1cccs1 (stereo not drawn),-4.1,i
Clc1ccc(-c2nnc(NCc3ccccc3)c3ccccc23)cc1,-38.0,i

# Laid out differently: results already given
CCOc1ccc(-c2nnc(SCC(=O)N3CCN(c4ccccc4)CC3)o2)cc1
  OX1R antagonist = -8.0 | CHT allo act = i

O=C(c1ccc(-c2ccc([N+](=O)[O-])cc2)o1)N1CCCC(C(F)(F)F)C1 (stereo not drawn)
  OX1R antagonist = -25.6 | CHT allo act = i

O=C(O)CCN1C(=O)C2C3CC(C2C1=O)C1C(c2ccccc2)c2sc(=O)n(-c4ccccc4)c2SC31 (stereo not drawn)
  OX1R antagonist = -18.6 | CHT allo act = i

# (more compounds)
SMILES,OX1R antagonist,CHT allo act
CC1(C)Cc2c(sc3c2C(=O)N(c2ccccc2)C2=NCCN23)CS1,-37.6,i
CC(C)N(C)CCOC(=O)c1ccccc1Br,-3.0,i
COc1ccccc1NC(=O)C1CC(=O)OC1c1ccccc1 (stereo not drawn),-2.6,i
O=C1NC(=O)C2(COC(c3cccc([N+](=O)[O-])c3)OC2)S1 (stereo not drawn),-21.5,i
O=c1[nH]c(=O)n(C2CCCO2)cc1Br (stereo not drawn),-12.3,i
Cc1cccc(NC(=O)/C=C/c2ccc3c(c2)OCO3)n1,-65.0,i
O=C(CCN1CCCCO1)N1CCCC(N2CCN(c3ccc(F)cc3)CC2)C1 (stereo not drawn),-20.6,i
CCN(CC)C(=O)COc1ccc2oc(-c3ccco3)cc(=O)c2c1,-18.8,i
Cc1nonc1NC(=O)CSc1nc2ccccc2cc1C#N,-19.5,i
C=C(C)C(=O)Nc1cccc(C2=NOC3(C2)C[C@H](C(N)=O)N(C(=O)CC)C3)c1 (stereo partly drawn),7.4,i
O=C(/C=C/Nc1ccccc1OC(F)(F)F)C(F)(F)F,-3.4,i
O=C1c2ccccc2C(=O)N1CCCCSc1nnc2ccccn12,-25.3,i
C/C(=N\N=C(N)N)c1ccc(Cl)cc1,-3.3,i
CCOC(=O)c1nnn(CC(=O)Nc2ccccc2)c1C(=O)OCC,-7.4,i
COC(=O)c1ccc(C(=O)Nc2ccc3c(c2)C(=O)NC3=O)cc1,-6.8,i
COc1ccc(-c2nn(CC(=O)Nc3ccc(Cl)c(Cl)c3)c(=O)c3ccccc23)cc1,-13.3,i
CCOc1ccc(C(=O)NC(=S)Nc2ncccc2C)cc1[N+](=O)[O-],-10.2,i
COc1ccc(C(=O)N2CCN(c3ccccc3)CC2)cc1S(=O)(=O)N1CCCC1,-11.2,i
COc1cc(NC(=O)COC(C)=O)cc(OC)c1OC,0.0,i
Cc1ccccc1NC(=O)CN1C(=O)CSc2ccc(S(=O)(=O)N3CCCCC3)cc21,-31.2,i
COC(=O)c1c(C)[nH]c(C(=O)OCc2ccc(F)cc2)c1C,-34.5,i
CCN1CCc2c(sc(NC(=O)CN3C(=O)c4ccccc4C3=O)c2C(N)=O)C1,4.8,i
COc1cccc(/C=N/NC(=O)c2nnn(-c3nonc3N)c2CN(C)c2ccccc2)c1,52.0*,i
CCN1CCN(C(=O)NC2CCCCC2)CC1,-5.3,i
CCOC(=O)C1C(c2ccc(O)c(OC)c2)NC(=O)NC1(O)C(F)(F)F (stereo not drawn),-5.1,i
CCOc1ccc(OCCC(=O)N2CCc3cc(OC)c(OC)cc3C2)cc1,-36.6,i
NC(=O)COc1ccc(Cc2ncc(C(F)(F)F)cc2Cl)cc1,8.2,i
O=C(NCc1ccc2c(c1)OCO2)C1CC(c2cccc(Br)c2)=NO1 (stereo not drawn),-8.2,i
O=C(OC(C(=O)NCc1ccc(F)cc1)c1ccccc1)c1ccco1 (stereo not drawn),2.9,i
Cc1nc(NC(=O)c2cccc(Cl)c2)sc1C(=O)N1CCCCC1,-20.4,i

# Marked active in OX1R antagonist, of those listed so far:
Compound | OX1R antagonist
COc1cccc(/C=N/NC(=O)c2nnn(-c3nonc3N)c2CN(C)c2ccccc2)c1 | 52.0*

# (list continues)
SMILES,OX1R antagonist,CHT allo act
Cc1ccc(C(=O)Nc2cccc(NC(=O)c3ccc(C)o3)n2)o1,-22.6,i
Cc1cc(C2=NNC(=NC3CC3)SC2)c(C)n1-c1ccccc1F,-20.9,i
CS(=O)(=O)c1ccc2nc(NC3(C(F)(F)F)N=C4SCCN4C3=O)sc2c1 (stereo not drawn),6.7,i
CC(Sc1nnnn1C)C(=O)Nc1ncc(Cl)cc1Cl (stereo not drawn),-1.2,.
CCc1ccc(C(=O)NNC(=O)[C@H](C)NC(=O)c2ccco2)cc1,-1.0,.
O=C(CCN1CCOCC1)c1ccc(N2CCCCC2)cc1,-0.8,.
Cc1nn(Cc2ccc(F)cc2)c(Cl)c1/C=N/NC(=O)c1cccnc1,-23.6,i
O=[N+]([O-])c1ccc2[nH]c(O)c(N=Nc3ccc(F)cc3)c2c1,-13.0,i
CS(=O)c1ccccc1COC(=O)Nc1ccc(Cl)cc1 (stereo not drawn),-29.7,i
Cc1ccc(Sc2c(C#N)c(-c3ccccc3)nn2C)cc1,-7.5,i
Cc1ccc(S(=O)(=O)N2CCN(C(=O)N3CCCC3)CC2)cc1,-9.8,i
Cc1[nH]n(C)c(=O)c1C(=O)c1c(-c2ccccc2Cl)noc1C,-21.5,i
O=C(O)c1cc([N+](=O)[O-])ccc1NCc1ccccc1Cl,-5.5,i
CCc1ccc(-c2cc(C)no2)cc1S(=O)(=O)NC(C)Cc1ccco1 (stereo not drawn),-22.6,i
C=CCSc1nc2c(c(=O)[nH]c(=O)n2C)n1CC,1.7,i
COc1ccc(-c2cc(=O)oc(-c3cccc(C)c3)n2)cc1,-24.1,i
CCOC(=O)c1c(C)cc(C)n2c1nc1ccccc12,-17.6,i
Cc1cc(C)n(-c2nc3nonc3nc2-n2nc(C)cc2C)n1,-15.2,i
CCCCCN1CN(S(=O)(=O)c2cccs2)c2nc3ccccc3nc21,-31.7,i
O=C(COC(=O)c1ccc(CN2CCCC2=O)cc1)Nc1ccc(F)cc1,-13.9,.
CNc1nc(SCC(=O)OC)nc(N2CCOCC2)n1,-32.4,i
CCOC(=O)c1oc2c(CN3CCN(C)CC3)c(O)ccc2c(=O)c1-c1ccccc1OC,-20.6,i
COc1ccc2nc(SCCOC(=O)Nc3ccc(Cl)cc3)nc(C)c2c1,-18.0,i
CC(C)CN(C(=O)CN1CCN(c2ccc(O)cc2)CC1)c1c(N)n(CC(C)C)c(=O)[nH]c1=O,4.3,i
CCc1ccc(-c2cc(C)no2)cc1S(=O)(=O)N1CCN(c2ccc(F)cc2)CC1,-6.5,i
CCS(=O)(=O)N1Cc2ccccc2CC1C(=O)N(C)CC(=O)Nc1ccc(OC)cc1 (stereo not drawn),-11.3,.
CC(C)N(C(=O)[C@H]1C[C@H](CC(=O)NCc2ccco2)C(=O)N2CCc3c([nH]c4ccc(Cl)cc34)[C@]12C)C(C)C,-13.0,.
O=C(O)CCCCCCCCc1cn(CN2C(=O)c3ccccc3C2=O)nn1,-15.8,i
COc1ccc(OC)c(/C=C2\SC(N3CCCC(C)C3)=NC2=O)c1 (stereo not drawn),-1.3,i
CNC(=O)CN(c1cc([N+](=O)[O-])ccc1OC)S(C)(=O)=O,7.3,i
CC1(C)CC(=O)c2cnc(NC(=O)c3ccco3)nc2C1,-6.0,i
Cc1nn(Cc2ccccc2)c2sc(C(=O)N3CCN(Cc4ccc5c(c4)OCO5)CC3)cc12,-26.2,i
N#Cc1c(N)n[nH]c1Cc1cccc2ccccc12,-20.9,i
O=C(Nc1cc(S(=O)(=O)N2CCCCC2)ccc1N1CCCCC1)c1ccncc1,-22.0,i
Cc1c(Cl)cccc1NC(=S)N1CCCN(Cc2ccccc2F)C1,25.2,i
Cc1ccc(S(=O)(=O)c2nc(-c3ccccc3)oc2NCc2cccnc2)cc1,-37.0,i
Cc1cc(C)c(NC(=O)CN2C(=O)NC3(CCCCC3)C2=O)c(Cl)c1,-18.6,i
O=C(CCc1nnc2ccc(NCc3ccccc3)nn12)NC1CCCC1,-3.1,i
CC(=O)c1ccc(-c2ccc(-c3cc(=O)oc4c(C(C)C)ccc(C)c34)cc2)cc1,-9.8,.
O=C(Nc1ccccc1C(F)(F)F)N1CCC(n2c(=O)[nH]c3ccccc32)CC1,-17.1,i
CC(C)(C)Cc1nnc(NS(=O)(=O)c2ccc(F)cc2)s1,-5.7,i
Nc1ccc(-c2ccc(C(=O)O)s2)cn1,-6.7,i

# High-throughput results (PubChem)
